PKM2 act – PKM2 (human) enzyme activation | purified PKM2, Kinase-Glo ATP luminescence, activation; response scale: 0% is enzyme alone, no compound | P14618 | Potency, µM (highest dose often 57.5 µM), for inactives: at the top dose activation, usual class: activators | hit rate 0.34% among 260,000; note: potency is the fitted concentration of half-maximal effect; % is set by controls: 0 for no effect and ±100 for the full control effect; nearly all actives have a fitted effect of over 55% in size
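Kinase-Glo luminescence reports ATP generated from ADP (0.1 mM) and PEP (0.5 mM) by purified hPK-M2 after 1 h at room temperature, pH 7.2 imidazole buffer; intermediate enzyme activity allows detecting inhibitors and activators.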
PTAP TSG101 blk – blocks PTAP/TSG101 interaction to inhibit HIV-1 budding; Q99816; Potency, µM (highest dose often 115 µM), inactives show top-dose activity change, negative = inhibition, most hits filed as inhibitors; AID 493005; 340,000 tested, under 10 active; Fluorescence polarization, FITC-PTAP peptide / Tsg101 binding; active = well fitted inhibition curve with a large enough effect in the main read-out, with a control signal flat, not every such curve was filed as active; inconclusive = small, poorly fitted or top-dose-only effect, or effect the other way, or a change in a side signal; inactive = no such curve, though single readings can be large or run the other way; note: potency is the fitted concentration of half-maximal effect; % of control where 0% means no effect
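FP read-out: FITC-PTAP peptide, 50 nM final, binding Tsg101 binding domain, 10 uM final; 20 min, r.t.; 10 mM HEPES pH 7.5, 0.15 M NaCl, 0.01% Tween 20, 3 mM EDTA, 0.1 mM TCEP.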
Coupling enz – coupling enzyme interference in Giardia aldolase counter-screen; activity change, negative = inhibition, % at 58.2 µM, hits read low; AID 2472; coupling enzyme system counterscreen, AmpLite Red fluorescence; hit rate 0.67% among 290,000; in the data active = activity change below about -30%; note: % is set by controls: 0 for no effect and ±100 for the full control effect
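Counterscreen lacking aldolase: glyceraldehyde-3-phosphate coupling-enzyme reagent preincubated 10 min at RT with compound (at 57.5 uM final), then substrate/coupling system with AmpLite Red added; fluorescence read at 525/598 nm after 20 min RT.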
Giardia killer – Giardia lamblia killing; hit rate 0.15% among 340,000; Giardia lamblia trophozoite viability; activity change, % at 7.66 µM, hits read low; in the data active = activity change below about -80%; inconclusive = between about -30% and that limit;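 note: parasites exposed to compound for two days anaerobically before the ATP read; % is set by controls: 0 for no effect and ±100 for the full control effect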
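Trophozoites 100 cells/well + cpd; 48 hrs, 37 deg C, anaerobic. ATPLite 1-Step added, 15-30 min RT, luminescence read (ATP-based viability).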
GALK inhibitor – inhibitors of human galactokinase. Purified GALK, Kinase-Glo residual ATP luminescence. AID 1868. Potency, µM (series often up to 57.5 µM), for the others: at the top dose activity change, negative = inhibition, most hits filed as inhibitors. hit rate 0.007% among 270,000; note: potency is the fitted concentration of half-maximal effect; % is set by controls: 0 for no effect and ±100 for the full control effect
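GALK at 5 nM final was combined with compound, 35 uM ATP and 100 uM galactose in HEPES pH8.0 with MgCl2 and DTT. The reaction ran one hour at room temperature before luminescent ATP detection.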
Tb PFK inh – inhibitors of T. brucei phosphofructokinase; AID 485367; Potency, µM (titrated, usually from 57.5 µM), for the others: at the top dose activity, negative = inhibition, most hits filed as inhibitors; hit rate 0.17% among 330,000; O15648; T. brucei PFK, ADP-Glo luminescence;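 note: potency is the fitted concentration of half-maximal effect; 0% = uninhibited 1x PFK enzyme wells and -100% = no-enzyme wells; nearly all actives have a fitted effect of over 60% in size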
Target sequence (O15648 whole entry, looked up): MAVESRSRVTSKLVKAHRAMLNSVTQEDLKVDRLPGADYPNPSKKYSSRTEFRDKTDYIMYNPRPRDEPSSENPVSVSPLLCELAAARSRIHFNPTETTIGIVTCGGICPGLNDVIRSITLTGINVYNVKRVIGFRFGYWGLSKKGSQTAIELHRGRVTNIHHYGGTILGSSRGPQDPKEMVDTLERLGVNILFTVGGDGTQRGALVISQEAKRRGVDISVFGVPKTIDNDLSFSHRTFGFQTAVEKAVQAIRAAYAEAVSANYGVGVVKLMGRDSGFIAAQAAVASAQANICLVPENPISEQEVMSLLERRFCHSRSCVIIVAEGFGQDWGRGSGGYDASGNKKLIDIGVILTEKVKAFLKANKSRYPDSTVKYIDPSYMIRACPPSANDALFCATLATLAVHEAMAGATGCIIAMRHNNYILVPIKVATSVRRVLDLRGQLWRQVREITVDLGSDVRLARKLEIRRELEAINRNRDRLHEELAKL
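Compounds were pin-transferred as a titration series up to 57 uM into substrate buffer (0.5 mM F6P, 0.1 mM ATP, pH 8.0), then 1.25 nM PFK was added and reactions ran 45 min before ADP-Glo detection.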
B2AR arrestin – beta2AR (human) beta-arrestin recruitment activity; Potency, µM (top dose mostly 46.1 µM), for the others: top-dose activation, most hits filed as activators; beta-arrestin recruitment to beta2AR, cell-based reporter; P07550; hit rate 0.02% among 330,000;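 note: potency is the fitted concentration of half-maximal effect; 0% = DMSO controls and full agonism = EC100 isoproterenol or metaproterenol; nearly all actives have a fitted effect of over 65% in size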
Target sequence (P07550 whole entry, looked up): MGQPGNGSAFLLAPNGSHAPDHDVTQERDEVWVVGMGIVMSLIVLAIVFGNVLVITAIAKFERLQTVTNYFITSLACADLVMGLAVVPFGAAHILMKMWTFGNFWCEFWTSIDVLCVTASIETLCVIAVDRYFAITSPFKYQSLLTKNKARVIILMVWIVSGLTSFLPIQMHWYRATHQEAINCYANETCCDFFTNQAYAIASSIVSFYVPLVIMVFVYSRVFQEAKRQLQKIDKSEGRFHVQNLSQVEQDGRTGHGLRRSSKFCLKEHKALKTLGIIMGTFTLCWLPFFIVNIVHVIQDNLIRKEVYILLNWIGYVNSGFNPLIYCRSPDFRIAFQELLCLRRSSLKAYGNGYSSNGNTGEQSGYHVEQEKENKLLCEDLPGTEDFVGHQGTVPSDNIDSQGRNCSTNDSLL
Chronic BCR inh – blocks chronic active B-cell receptor signaling; ABC-DLBCL IkBa-CBG/CBR reporter, luminescence ratio, 4 h; Potency, µM (doses to about 46.1 µM), for inactives: at the top dose ratio change, negative = lower green/red ratio, actives largely listed as inhibitors; hit rate 0.05% among 340,000; AID 493014; active = well fitted inhibition curve with a large enough effect in the signal ratio, with a control signal flat, not every such curve was filed as active; inconclusive = small, poorly fitted or top-dose-only effect, or effect the other way, or a change in a side signal; the % refers to the signal ratio;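 note: potency is the fitted concentration of half-maximal effect; plate controls were basal doxycycline-induced cells for no effect and cells given 10 µM MG132 for full effect; MG132 reads +100%, hits lower the ratio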
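Doxycycline induced both beetle luciferases in TMD8 lymphoma cells; IKK-driven degradation limits the IkappaBalpha-fused green signal, while red luminescence normalises for cell number and nonspecific effects. Compounds tested up to 46 uM, 4 hrs.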
a7 integrin act – activates integrin-mediated alleviation for muscular dystrophy; alpha7betagal myoblasts, beta-gal FDG fluorescence, 48 h; Potency, µM (top dose mostly 38.3 µM), inactives show at the highest dose activation, actives largely listed as activators; hit rate 0.064% among 350,000;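 note: potency is the fitted concentration of half-maximal effect; 100% = response of the positive control SU9516; nearly all actives have a fitted effect of over 60% in size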
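alpha7betagal+/- myoblasts (passage 13, 250/well) treated 48 h at 37C with compounds at 1:260 dilution of DMSO stock. Lysed, then beta-galactosidase activity read as FDG fluorescence (ex 480/em 540) after 30 min, with pre-read for autofluorescence.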
ASM inhibitor – human S-ASM enzyme inhibition. P17405. hit rate 0.006% among 340,000. AID 504937. placental ASM, HMU-PC fluorogenic substrate, 60 min. Potency, µM (series often up to 57.5 µM), for inactives: top-dose activity change, negative = inhibition, most hits filed as inhibitors; note: potency is the fitted concentration of half-maximal effect
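Human placenta-derived ASM enzyme was preincubated with compound for 10 minutes at room temperature, then given fluorogenic substrate HMU-PC0 (9 uM final) for 60 minutes at 37 °C; a pH 10 stop preceded fluorescence reading at Ex 386/Em 447 nm.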
Menin MLL FP TR – menin-MLL binding inhibition, Texas Red mutant peptide; O00255; Menin + Texas Red MLL mutant peptide, fluorescence polarization; Potency, µM (top dose mostly 61.6 µM), for inactives: at the top dose FP activity change, negative = inhibition, hits mostly inhibitors; hit rate 0.23% among 270,000; AID 1768; active = well fitted inhibition curve with a large enough effect in the polarisation, with a control signal flat, not every such curve was filed as active; inconclusive = small, poorly fitted or top-dose-only effect, or effect the other way, or a change in a side signal; inactive = no such curve, though single readings can be large or run the other way; the % refers to the polarisation; note: potency is the fitted concentration of half-maximal effect; % of control where 0% means no effect; many of its hits are not listed in these tables
Active calls of the source: *; i = inactive; u = inconclusive; x = no result given; [ ] = dose if it differs, or a comment. Unless noted, calls come from the whole dose curve; as a rule, active = well fitted curve in the direction sought with a large enough effect; inconclusive = small, poorly fitted or top-dose-only effect, or another doubt; inactive = no such curve, though single readings can be large; an effect the other way counts as inactive or inconclusive. A portion of the library; the hit share may differ from the screen's.

SMILES | PKM2 act | PTAP TSG101 blk | Coupling enz | Giardia killer | GALK inhibitor | Tb PFK inh | B2AR arrestin | Chronic BCR inh | a7 integrin act | ASM inhibitor | Menin MLL FP TR
Cc1ccccc1C(=O)NC(CC(C)C)C(=O)NN1C(=O)c2ccccc2C1=O (stereo unspecified) | -3% | -2% | 0 | 4 | 4% | -1% | -0.1% | -2% | -13% | 0% | 1%
COC(=O)CCCNC(=O)CC1C(=O)NCCN1Cc1ccoc1 (stereo unspecified) | -2% | -4% | -2 | -15 | 1% | 7% | -0.7% | -2% | -9% | 3% | 6%
CC1(C)O[C@@H]2[C@H](O1)[C@@H](COS(=O)(=O)O)O[C@H]2n1cnc2c(=O)[nH]cnc21 | x | -4% | x | 4 | x | 3% | -3.2% | -4% | 13% | 0% | x
CCCCN1C(=O)C2C3C=CC(C2C1=O)C1C2C(=O)N(CCCC)C(=O)C2C31 (stereo unspecified) | 3% | -4% | 6 | -6 | 0% | -4% | 0.2% | u | -11% | 1% | 3%
Cn1ccc(NS(=O)(=O)c2cc(Br)ccc2Br)n1 | x | -7% | x | 4 | x | -9% | -4.0% | -6% | 19% | 0% | x
COc1ccc(C(=O)c2sc3nc(C)cc(-c4cccs4)c3c2N)cc1OC | -6% | u | 2 | -4 | -1% | 0% | 1.8% | u | -34%[inhibitor] | -8% | -7%
COC(=O)Nc1ccccc1C(=O)N1CCCCC1 | -10% | -2% | -1 | -2 | 2% | 0% | 4.2% | u | 6% | 5% | -19%
Cc1ccc(S(=O)(=O)N2CCC(C(=O)NC3CCCC3)CC2)cc1Cl | 0% | -3% | 1 | 1 | -1% | 3% | 0.2% | 5% | 0% | 5% | 3%
CC(C)NC(=O)c1ccc(-n2c(=S)[nH]c3ccccc3c2=O)cc1 | -1% | x | -1 | x | -1% | -3% | -0.5% | -6% | x | x | -14%
Cc1cc(C)c(NC(=O)CC(C)(C)C)c(Cl)c1 | -5% | 0% | 5 | 2 | 3% | -5% | -0.7% | 3% | -7% | -6% | -24%
CC(C)OCP(=O)(c1ccccc1)c1ccccc1 | 1% | -5% | 1 | 6 | 1% | 5% | 0.4% | 2% | -5% | -3% | 1%
COc1ccc(/C=N/NC(=O)Cc2csc(Nc3cccc(C(F)(F)F)c3)n2)c(OC)c1 | 4% | -1% | 0 | -3 | -3% | 0% | -0.6% | u | 12% | -13% | -1%
CCCOc1ccc(C(=O)NCCO)cc1 | -2% | 1% | 0 | -7 | -2% | 1% | -0.1% | 1% | 20% | 3% | -11%
COc1ccc(S(=O)(=O)N2CCCC2CNC(=O)C(=O)NCc2ccc3c(c2)OCO3)cc1 (stereo unspecified) | x | 3% | x | 18 | x | -9% | -0.3% | -19% | 4% | -1% | x
CN(C)S(=O)(=O)c1ccc(N2CCCC2)c(C(=O)Nc2nc3ccccc3s2)c1 | 5% | 0% | -2 | 4 | 2% | -2% | 3.4% | -1% | -3% | 3% | -6%
COc1ccccc1C(=O)OCc1ccc2sc(C)nc2c1 | -2% | 1% | 2 | -13 | 1% | 0% | -0.6% | 3% | u | 1% | 9%
COc1cccc2c1cc1c(=O)n(CC(=O)NCCCN3CCCCC3)nc(C)n12 | x | 0% | x | -22 | 1% | 0% | 0.2% | -6% | -36%[inhibitor] | 5% | x
CCOC(=O)C1=C(C)N(c2ccc(C)c(C)c2)C(=O)/C1=C\c1ccco1 | -1% | 3% | 1 | -9 | 0% | -4% | -1.3% | -1% | -28% | -15% | -3%
CCOc1ncccc1C(=O)NNC(=O)c1csc(N2CCOCC2)n1 | x | 2% | x | 0 | x | -5% | -1.6% | u | -9% | -2% | x
O=C1c2cccc3c([N+](=O)[O-])ccc(c23)C(=O)N1CCc1ccccn1 | 0% | 1% | 0 | -10 | x | 3% | 0.5% | -2% | -56%[inhibitor] | 4% | x
Cc1cc(/C=N/NC(N)=S)c(C)n1-c1cccc(Cl)c1 | 3% | -4% | 3 | 0 | 0% | 1% | 8.3% | -16% | 22% | -7% | -3%
CCOCCOC(=O)c1ccc(NC(=O)C2COc3ccccc3O2)cc1 (stereo unspecified) | 1% | 1% | -2 | -2 | 0% | -7% | -0.1% | -1% | 26% | -1% | u
Cc1cccc(-n2ncc(C(=O)NC3CCCC3)c2C2CCN(C(=O)OC(C)(C)C)CC2)c1 | x | -4% | -3 | -1 | 0% | 0% | 0.2% | -2% | 30% | 0% | u
Cc1nc(N)nc(-c2ccccc2O)n1 | 0% | 1% | 1 | 3 | 0% | -1% | -0.4% | u | 8% | -5% | -12%
Clc1ccc(OCCn2ccnc2)cc1Cl | 4%[11.5 µM] | -4% | 4 | 20 | 2% | -23% | -0.3% | -2% | -11% | 2% | -17%
O=C(COC(=O)CN1C(=O)c2cccc([N+](=O)[O-])c2C1=O)NC1CCS(=O)(=O)C1 (stereo unspecified) | -9% | -4% | -1 | 5 | -1% | 0% | -0.5% | -4% | -48%[inhibitor] | 3% | x
COC(=O)c1nnn(-c2cc(Cl)cc(Cl)c2)c1C(=O)OC | 1% | 0% | 2 | -1 | -3% | -3% | 0.3% | u | 2% | 0% | x
Cc1ccc(CNC(=O)C2CCC(=O)N(Cc3ccc(Cl)cc3)C2)cc1F (stereo unspecified) | 0% | x | x | -8 | -3% | -13% | 0.1% | u | -5% | -1% | x
CC(=O)c1ccc(S(=O)(=O)NC2CC(=O)N(c3ccc(C)cc3)C2)cc1 (stereo unspecified) | x | -1% | x | 8 | x | -1% | 0.5% | 6% | -5% | x | x
O=c1ccnc(Nc2ccc3c(c2)OCCO3)[nH]1 | -1% | -1% | 3 | -3 | 0% | -19% | -0.2% | -18% | 3% | 4% | 22%
O=C(Nc1ccc(N2CCOCC2)c(Cl)c1)c1cccc(F)c1 | -19% | -2% | -24 | -8 | -1% | 0% | -0.2% | u | 0% | 3% | 38%[activator]
Cc1cc2ncn(C3CC(=O)N(Cc4ccccc4)C3=O)c2cc1C (stereo unspecified) | 18% | -7% | 0 | 5 | -8% | 8% | -0.2% | -1% | -5% | -1% | -5%
O=C(CSc1ccccc1)N/N=C/c1ccccc1O | 0% | -6% | 1 | 17 | 2% | -7% | 0.4% | -28% | -32% | 17% | 37%[activator]
CCCCCCSc1ccc([C@@H]2[C@H]3C(=O)N(C)C(=O)[C@H]3[C@]3(C(=O)OC)CCCCN23)cc1OC | x | 1% | x | 18 | x | -19% | 0.3% | -2% | 6% | -16% | x
CCN1CCN(Cc2c(O)c(Cl)cc3c(C)cc(=O)oc23)CC1 | 6% | 0% | -1 | 4 | 8% | -3% | 0.3% | -2% | -10%[7.66 µM] | i | 3%
CN1CCN(c2ccccc2NC(=O)COc2ccc(Cl)cc2)CC1 | -6% | -1% | x | 0 | -2% | 4% | -0.6% | u | 0% | 1% | x
COc1ccc(Nc2ncnc3c2cnn3-c2ccccc2)cc1OC | 0% | 2% | 2 | -6 | -1% | -1% | 0.9% | 13% | 2% | 1% | u
COc1ccc(CNS(=O)(=O)c2ccc3c(c2)NC(=O)CS3)cc1 | 9%[0.46 µM] | 3% | 5 | -16 | 6% | -1% | 0.0% | 7% | -36% | 2% | -14%
CC(=O)c1sc(NC(=O)CCOc2ccccc2)nc1C | 4% | -4% | -2 | -17 | 16% | -4% | -0.1% | u | -42%[inhibitor] | 1% | 12%
COc1ccc2[nH]c3c(c2c1)CCN1C(=O)N([C@@H](C)C(=O)NCc2ccc(C)cc2)C(=O)[C@]31C | 5% | -5% | -1 | -5 | x | 1% | -0.2% | 17% | u | 2% | u
O=[N+]([O-])c1ccc(N=Cc2c(O)ccc3ccccc23)cc1 | 12% | 3% | -38* | -1 | x | u | 0.0% | -27% | -22% | -2% | x
Clc1ccc(CCNc2ncnc3nc[nH]c23)cc1 | 8% | -4% | -8 | -4 | 0% | 0% | -0.3% | u | -7% | 3% | 39%[activator]
N#CCCN(C(=O)COc1ccc(Cl)cc1Cl)c1ccccc1 | -7% | 0% | 1 | 7 | -2% | -3% | -2.6% | 1% | 19% | 9% | -9%
O=C1N=C(N2CCc3ccccc3C2)S/C1=C\c1ccc(O)cc1 | 2% | -3% | 8 | 9 | -2% | 4% | 3.8% | u | 3% | -19% | x
Cc1cc(C)c(NC(=O)CNC(=O)c2cc([N+](=O)[O-])ccc2N2CCOCC2)c(C)c1 | x | 0% | x | 17 | x | 4% | 0.4% | u | -8% | -1% | x
Nc1sc(-c2ccccc2)c(Cc2ccccc2)c1C(=O)O | 0% | -4% | 10 | u | 0% | 1% | -0.2% | 11% | u | -10% | u

Compound activity from PubChem.
